# HEK293 tox – cytotoxicity in counter-screen for GLP-1R inverse agonists | actives 0.13% (n = 410,000) | AID 624418 | Potency, µM (series often up to 38.3 µM), for inactives: at the top dose activity change, negative = inhibition, usual class: inhibitors | HEK293 cAMP-luciferase reporter cells, luminescence, 24 h;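 note: loss of luciferase light is scored as toxicity; % is set by controls: 0 for no effect and ±100 for the full control effect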
#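 A 23 nL compound transfer followed 12 hours of cell culture at 37 deg C; exposure then lasted 24 hr. Luciferase assay detection reagent was dispensed and plates read for luminescence after a 12 min room-temperature wait.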
# KB-3-1 cytotox – kills parental KB-3-1 adenocarcinoma cells; AID 1347075; actives 1.4% (n = 400,000); KB-3-1 viability, CellTiter-Glo ATP luminescence, 72 h; Potency, µM (doses to about 46.1 µM), without a hit: at the highest dose activity change, negative = cytotoxic, usual class: cytotoxic; note: % is set by controls: 0 for no effect and ±100 for the full control effect; nearly all actives have a fitted effect of over 60% in size
#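 Cytotoxicity measured as CellTiter-Glo luminescence after 72 h at 37 C. Compound titrations were pinned onto drug-naive KB-3-1 parental adenocarcinoma cells grown in DMEM with 10% FBS, and normalized data fitted to concentration-response curves.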
# HT1080 IDH1KD tx – kills HT-1080 cells with IDH1 knockdown | actives 2% (n = 360,000) | Potency, µM (doses to about 46.1 µM), for inactives: at the top dose activity, negative = toxicity, most hits filed as cytotoxic | HT-1080 IDH1 knockdown viability, ATP luminescence, 48 h | AID 686971;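 note: 0% = DMSO wells and -100% = cell-free medium wells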
#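 Knockdown cells (IDH1KD HT-1080) received compounds 2 h after plating at 750 cells/well and were kept 48 h at 37 °C in 5% FBS RPMI. A CellTiter-Glo luminescence read gave % activity for curve fitting.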
# TDP43 rescue – rescues yeast growth from TDP-43 toxicity; actives 1.8% (n = 410,000); TDP-43 expressing yeast growth rescue, BacTiter-Glo, 24 h; Potency, µM (top dose mostly 46.1 µM), for inactives: at the top dose growth rescue (activation), usual class: activators; note: % of control where 0% means no effect; nearly all actives have a fitted effect of over 50% in size
#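 Galactose-induced TDP-43 yeast, OD600=0.02, compound pinned; 24 hr, 30 deg C; BacTiter-Glo luminescence for growth. Inhibitors of TDP-43 toxicity read as activators.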
# SW480 rereplic – DNA re-replication induction in SW480 cells; SW480 DNA re-replication, Hoechst DNA content imaging, 48 h; Potency, µM (doses to about 46.1 µM), inactives show at the top dose re-replication activation, usual class: activators; actives 1.8% (n = 340,000); note: % of control where 0% means no effect; nearly all actives have a fitted effect of over 55% in size
#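 SW480 cells exposed to compounds for 48 hr at 37 C, 5% CO2, then Hoechst-stained 40 min. Nuclear DNA content imaged by fluorescence scanning (405 nm excitation, 500-530 nm emission); re-replication scored as increased high-intensity nuclei.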
# GLP1R ag – GLP-1 receptor (human) agonism. P43220. HEK293 GLP-1R CRE-luciferase, luminescence, 4-6 h; cells express a hypersensitive GLP-1R form. Potency, µM (highest dose often 45.6 µM), without a hit: at the top dose activation, usual class: activators. actives 0.007% (n = 380,000). AID 624172; note: % of control where 0% means no effect
# Target sequence (P43220 whole entry, looked up): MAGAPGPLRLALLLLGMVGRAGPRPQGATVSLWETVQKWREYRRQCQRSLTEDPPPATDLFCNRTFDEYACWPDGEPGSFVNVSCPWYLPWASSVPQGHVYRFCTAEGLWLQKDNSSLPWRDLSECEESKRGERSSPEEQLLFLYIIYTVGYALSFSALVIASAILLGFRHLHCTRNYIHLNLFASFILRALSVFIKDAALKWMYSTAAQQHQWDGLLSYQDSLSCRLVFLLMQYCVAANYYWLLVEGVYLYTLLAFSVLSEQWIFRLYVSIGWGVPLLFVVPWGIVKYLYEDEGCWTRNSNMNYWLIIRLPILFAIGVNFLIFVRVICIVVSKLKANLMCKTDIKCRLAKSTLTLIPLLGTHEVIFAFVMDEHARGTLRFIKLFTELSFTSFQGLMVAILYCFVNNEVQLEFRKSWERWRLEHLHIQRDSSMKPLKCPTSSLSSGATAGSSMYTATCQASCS
# KB-V1 MDR tox – kills drug-selected multidrug resistant KB-V1 cells; actives 3.4% (n = 400,000); Potency, µM (highest dose often 46.1 µM), without a hit: at the highest dose activity change, negative = cytotoxicity, hits mostly cytotoxic; KB-V1 MDR cells viability, CellTiter-Glo, 72 h; note: % is set by controls: 0 for no effect and ±100 for the full control effect; nearly all actives have a fitted effect of over 60% in size
#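 KB-V1, DMEM (no phenol red) + 10% FBS; cpd pin-transferred, titration series; 72 h, 37 degrees C; CellTiter-Glo, luminescence. Data normalized, curve-fit.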
# HT1080-NT tox – kills 2HG-producing HT-1080-NT fibrosarcoma cells | HT-1080-NT fibrosarcoma viability, CellTiter-Glo ATP luminescence, 48 h | Potency, µM (doses to about 46.1 µM), without a hit: top-dose activity, negative = less viability, usual class: cytotoxic | actives 1.6% (n = 360,000) | AID 686970;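 note: NT is the 2HG producing partner of a matched IDH1 knockdown line; 0% = DMSO-treated cells and -100% = media-only wells without cells; nearly all actives have a fitted effect of over 55% in size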
#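 Viability by CellTiter-Glo luminescence after 48 h compound exposure at 37C of HT-1080-NT cells (750/well, RPMI, 5% FBS). % activity scaled between DMSO wells and medium-only wells, then curve-fitted and categorized by curve class.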
# GLP1R inv ag – inverse agonists of human GLP-1 receptor. HEK293 GLP-1R CRE-luciferase, luminescence, 24 h; GLP-1R form is constitutively active. Potency, µM (titrated, usually from 38.3 µM), without a hit: at the highest dose activity change, negative = inhibition, actives largely listed as inhibitors. actives 1.6% (n = 410,000). AID 624417; note: % is set by controls: 0 for no effect and ±100 for the full control effect; nearly all actives have a fitted effect of over 55% in size
#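 HEK293 cells stably co-expressing constitutively active GLP-1R and a cAMP-responsive luciferase reporter were seeded in DMEM with 10% Nu serum, given compounds after 12 h, and incubated 24 h at 37 deg C. Luminescence was then read.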
# An asterisk follows results filed as active; ? = inconclusive; · = not tested or not shown; & = joins results of further samples; [ ] = remark or other dose. Calls come from the whole dose curve; as a rule, active = well fitted curve in the direction sought with a large enough effect; inconclusive = small, poorly fitted or top-dose-only effect, or another doubt; inactive = no such curve, though single readings can be large; an effect the other way counts as inactive or inconclusive. Potency is the fitted concentration of half-maximal effect. This is a random part of the collection, and some 9.4% of all compounds hit somewhere here.
# Sequence of screens – HEK293 tox, KB-3-1 cytotox, HT1080 IDH1KD tx, TDP43 rescue, SW480 rereplic, GLP1R ag, KB-V1 MDR tox, HT1080-NT tox, GLP1R inv ag
> OC(c1ccccc1)(c1nc(-c2ccccc2)cs1)C(F)(F)F (stereo not given)
    -3%, 0%, ?, ?, ·, 5%, 5%, 21µM*, ?
> CCOC(=O)C1(Cc2ccc(OC)cc2)CCN(C(=O)c2ccc3[nH]ccc3c2)CC1
    -12%, ?, 26µM*, 20%, ?, 1%, -24%, 13µM*, 4.5µM*
> O=c1[nH]cc(C(F)(F)F)cc1NS(=O)(=O)c1ccc([N+](=O)[O-])cc1
    -1%, -7%, 3%, 1%, 3%, -1%, -9%, 4%, 5%
> Cc1nc2ccccc2c2oc(C(=O)NCCN3CCN(C)CC3)cc12
    11%, -29%, -9%, -1%, 0%, -4%, -3%, 2%, 17%
> CCOC(=O)CSc1nnc([C@@H](NC(=O)OC(C)(C)C)C(C)C)o1
    -19%, -7%, 12%, -19%, 0%, -2%, -9%, 17%, -28%
> Cc1ccccc1NC(=O)C1CCCN(C(=O)Nc2ccc(F)cc2)C1 (stereo not given)
    -12%, ?, 3%, -12%, -8%, 10%, ?, 7%, ?
> O=C(O)C(Cc1c[nH]c2ccccc12)NS(=O)(=O)c1ccc(Cl)c(C(F)(F)F)c1 (stereo not given)
    1%, 3%, 6%, -8%, -2%, -1%, 6%, 6%, 0%
> S=c1nc(-c2ccccc2)[nH]n1-c1ccccc1
    6%, 11%, -3%, 13%, 4%, 1%, ?, 10%, 0%
> CC(=O)N1CCCN(C(=O)c2ccc3nc(Cc4ccccc4F)oc3c2)CC1
    -4%, ·, -9%, -13%, -2%, -6%, ·, 1%, 10%
> C=C(C)C(=O)N1CC2(CC(c3cccc(NC(=O)/C=C\C)c3)=NO2)C[C@H]1C(N)=O (stereo not given in full)
    4%, 0%, 5%, 20%, -28%, -5%, -13%, 16%, 9%
> CC(=O)NC1=C(N(C)C2CCS(=O)(=O)C2)C(=O)c2ccccc2C1=O (stereo not given)
    ?, -11%, ?, 1%, ?, -2%, -3%, ?, -17%
> Cc1c(C(=O)N/N=C/c2ccc(Cl)cc2)[nH]c2ccc(Cl)cc12
    -39%, 1µM*, 3.3µM*, 6%, 2.1µM*, 2%, ?, 5.8µM*, ?
> O=C(CSc1nc2c(c(C(F)(F)F)n1)CCc1ccccc1-2)NCc1ccco1
    2%, 1%, 15%, -16%, ?, 2%, -18%, 3%, -2%
> Cc1noc(C)c1S(=O)(=O)N1CCCC1C(=O)NC(C)(C)C (stereo not given)
    6%, 2%, 8%, 16%, -1%, -6%, 3%, 6%, 1%
> COc1ccc(C(C)(C)C)cc1NC(=O)CCc1c(C)noc1C
    16%, -4%, -21%, -1%, ?, -5%, -5%, -4%, -10%
> O=C(Nc1ccc(-c2cscn2)cc1)C1CCCN(Cc2ccccc2)C1 (stereo not given)
    ?, ?, ?, 9%, 29µM*, 2%, -20%, ?, ?
> CC(=O)Nc1ccc(C(O)(C(F)(F)F)C(F)(F)F)cc1
    -4%, 5%, 9%, 0%, ?, 2%, 2%, 12%, -4%
> CCOc1cccc(C(=O)Nc2ccc(-c3nc4cc(C)cc(C)c4o3)cc2)c1
    -3%, 13%, ·, 12%, ·, ·, -1%, ·, -4%
> Cc1cc(C)nc(NS(=O)(=O)c2ccccc2)n1
    2%, -7%, 14%, -10%, ?, 0%, 12%, 1%, 16%
> Cc1ccc(SCC(=O)OCC(=O)NCCc2ccc(S(N)(=O)=O)cc2)c(C)c1
    -15%, 5%, 11%, -3%, -7%, 8%, 25%, 13%, 16%
> CCOC(=O)C(=O)Cc1cccnn1
    7%, 0%, 15%, 3%, 2%, -2%, 12%, 0%, 8%
> Cn1c(=O)c2sccc2n2c(CCCC(=O)NCc3ccc(F)cc3)nnc12
    ?, 5%, 3%, -6%, -8%, 6%, 8%, 11%, 5%
> COc1ccc(CNCCCSc2nnnn2-c2ccccc2)cc1
    -6%, -2%, ·, 0%[9.22 µM], ·, ·, 11%, ·, -40%
> CC(C)N(C(=O)[C@H]1C[C@H](CC(=O)NCCC2=CCCCC2)C(=O)N2CCc3c([nH]c4ccc(Cl)cc34)[C@]12C)C(C)C
    9%, -17%, -3%, ?, ?, -2%, ?, -6%, 8%
> CC(C)n1c(SCC(=O)Nc2ccccc2)nc2c1c(=O)n(C)c(=O)n2C
    -9%, 0%, -11%, -13%, 0%, 12%, 0%, -14%, 50%[activator]
> COc1ccc(C(=O)NCCS(=O)(=O)NCc2ccccc2)cc1
    15%, 0%, -2%, -11%, -112%[inhibitor], 6%, 4%, -10%, -14%
> COc1ccc(NC(=O)CC2C(=O)N(c3ccccc3)C(=O)N2CCC2=CCCCC2)cc1 (stereo not given)
    -10%, 0%, ·, -1%, ·, ·, -13%, ·, ?
> CCCN(C)C[C@@H]1OCCCC[C@@H](C)Oc2ccc(NC(=O)c3ccccc3)cc2C(=O)N([C@H](C)CO)C[C@@H]1C
    ?, 4.6µM*, ?, -2%, ·, 1%, -5%, ?, -23%
> O=C(CSc1nnc(COc2cccc3cccnc23)o1)N1CCCC1
    -1%, 8%, 3%, 22%[9.22 µM], 1%, 3%, ?, 3%, 21%
> COC(=O)CSc1nc2sccc2c(=O)n1-c1ccccc1
    -14%, -10%, -10%, 6%, -2%, 11%, -4%, -8%, 83%[activator]

# Reformatted tab-delimited: nine of the compounds above.
Molecule	HEK293 tox	KB-3-1 cytotox	HT1080 IDH1KD tx	TDP43 rescue	SW480 rereplic	GLP1R ag	KB-V1 MDR tox	HT1080-NT tox	GLP1R inv ag
OC(c1ccccc1)(c1nc(-c2ccccc2)cs1)C(F)(F)F (stereo not given)	-3%	0%	?	?	·	5%	5%	21µM*	?
CCOC(=O)C1(Cc2ccc(OC)cc2)CCN(C(=O)c2ccc3[nH]ccc3c2)CC1	-12%	?	26µM*	20%	?	1%	-24%	13µM*	4.5µM*
O=c1[nH]cc(C(F)(F)F)cc1NS(=O)(=O)c1ccc([N+](=O)[O-])cc1	-1%	-7%	3%	1%	3%	-1%	-9%	4%	5%
Cc1nc2ccccc2c2oc(C(=O)NCCN3CCN(C)CC3)cc12	11%	-29%	-9%	-1%	0%	-4%	-3%	2%	17%
CCOC(=O)CSc1nnc([C@@H](NC(=O)OC(C)(C)C)C(C)C)o1	-19%	-7%	12%	-19%	0%	-2%	-9%	17%	-28%
Cc1ccccc1NC(=O)C1CCCN(C(=O)Nc2ccc(F)cc2)C1 (stereo not given)	-12%	?	3%	-12%	-8%	10%	?	7%	?
O=C(O)C(Cc1c[nH]c2ccccc12)NS(=O)(=O)c1ccc(Cl)c(C(F)(F)F)c1 (stereo not given)	1%	3%	6%	-8%	-2%	-1%	6%	6%	0%
S=c1nc(-c2ccccc2)[nH]n1-c1ccccc1	6%	11%	-3%	13%	4%	1%	?	10%	0%
CC(=O)N1CCCN(C(=O)c2ccc3nc(Cc4ccccc4F)oc3c2)CC1	-4%	·	-9%	-13%	-2%	-6%	·	1%	10%

# The list continues:
# Sequence of screens – HEK293 tox, KB-3-1 cytotox, HT1080 IDH1KD tx, TDP43 rescue, SW480 rereplic, GLP1R ag, KB-V1 MDR tox, HT1080-NT tox, GLP1R inv ag
> O=C(Nc1sc2c(c1C(=O)c1ccc(Cl)cc1)CCCC2)c1cccnc1
    -3%, -18%, -25%, -10%, 3%, 12%, ?, 0%, ?
> Cc1ccc(C(=O)COC(=O)CCCC(=O)Nc2cc(C(F)(F)F)ccc2Cl)cc1C
    -4%&-4%, 2%&7%, 19%, 18%&7%, 2%, 16%, 16%&3%, 18%, 10%&1%
> Cc1nn(-c2ccccc2)c(Cl)c1C(=O)Nc1ccc(N2CCOCC2)cc1
    15%, 5%, 11%, 15%, -3%, -1%, 3%, 10%, 10%
> CCC(=O)OC1(C)C(=O)C=C2C=C(CCCC(=O)OC)OC=C2C1=O (stereo not given)
    0%, 1%, 0%, -6%, ?, 5%, -4%, 1%, 5%
> CCn1c(=N)c(S(=O)(=O)c2ccccc2)cc2c(=O)n3ccccc3nc21
    37%[activator], 10%, 15%, -16%, 2%, 8%, -25%, 2%, 45%[activator]
> O=C(Nc1cccnc1)C12CC3CC(CC(C3)C1)C2
    -1%[0.307 µM], -8%, -5%, 19%, -8%, -8%, 0%, 10%, -8%[0.307 µM]
> COc1cccc(NC(=O)Cc2nc(-c3ccccc3)sc2-c2ccc(C)cc2)c1
    -8%, -22%, 9%, -15%, ?, 5%, -15%, 12%, ?
> CCOc1nc(-c2ccc(Cl)cc2)nc2ccccc12
    2%, 1%, 13%, -3%, -3%, -2%, 3%, 5%, -6%
> CCOC(=O)CNc1c(-c2ccc(O)cc2)nc2ccc(Cl)cn12
    4%, 3%, -6%, -19%, 1%, -11%, ?, -7%, -3%
> Cc1ccc(C(=O)NC(C)c2ccc(-n3ccnc3)cc2)o1 (stereo not given)
    4%, 10%, 3%, -22%, ?, 17%, 0%, 7%, 30%
> Cc1oc(-c2ccccc2Cl)nc1CS(=O)CC(=O)NCc1ccco1 (stereo not given)
    1%, 1%, 0%, 12%, ?, -3%, -2%, -2%, 6%
> Cc1cc2[nH]c(=O)c(=O)[nH]c2cc1S(=O)(=O)Nc1cccc(C(F)(F)F)c1
    4%, 4%, ·, 11%, ·, ·, 29%, ·, -10%
> Cc1cc(/C=C2/C(=N)N3C(c4ccccc4)=CSC3=NC2=O)c(C)n1-c1ccccc1
    8%, -1%, 4%, 12%, 0%, -1%, -4%, 0%, ?
> COCCn1c(SCc2nnc(-c3ccccc3)o2)nc2sc3c(c2c1=O)CCC3
    -10%, 2%, -1%, ?, 1%, 1%, 6.5µM*, 3%, 0%
> CC1NC(=O)N(C)C2NC(=O)N(C)C(c3ccccc3)C12 (stereo not given)
    -2%, 9%, -4%, 6%, -2%[9.22 µM], -19%, 14%, -1%, 3%
> COc1ccc(NC(=S)NC(=O)c2csnn2)cc1
    6%, 16%, -2%, 0%, -73%[inhibitor], 8%, ?, -7%, 24%
